inhibitors of VEEV – inhibitors of VEEV TC-83 cytopathic effect, confirmation, Vero cells (AID 588727). 350,000 compounds, 0.13% hits. Vero cells, VEEV TC-83 cytopathic effect inhibition; higher % means a stronger effect. one-dose inhibition, % at 20 µM; IC50 in µM for titrated hits; in the data active = a potency from the dose series; inconclusive = inhibition mostly from about 14% at the one dose, without a potency; inactive = the rest, 99 in 100 with inhibition below about 12%; note: strong numbers were not always called active
H1N1 NS1A inhibition – NS1A inhibition, H1N1 influenza, cell based functional assay (AID 504329) | NS1A functional cell-based assay, percent inhibition; higher % means a stronger effect | inhibition, % at 12.5 µM, or IC50 in µM where a hit was titrated | 340,000 compounds, 0.3% hits; in the data active = a potency from the dose series; inconclusive = inhibition above about 27% without an active follow-up result; note: strong numbers were not always called active
tuberculosis growth – growth inhibition of non-replicating M. tuberculosis (AID 488890); Mycobacterium tuberculosis non-replicating, growth inhibition; higher % means a stronger effect; inhibition, % at 25 µM; hits with a dose series show IC50 in µM; 320,000 compounds, 0.39% hits; in the data active = a potency from the dose series; inconclusive = inhibition mostly from about 82% at the one dose, without a potency; inactive = the rest, 99 in 100 with inhibition below about 76%;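 note: plate controls were DMSO cells for no effect and high antibiotic wells for full effect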
M. tuberculosis HTS – M. tuberculosis growth inhibition, HTS (AID 449762); 330,000 compounds, 0.59% hits; inhibition, % at 25 µM; hits with a dose series show IC50 in µM; M. tuberculosis H37Rv growth inhibition, 7H9 media; higher % means a stronger effect; in the data active = a potency from the dose series; inconclusive = inhibition above about 70% without an active follow-up result;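 note: bacterial growth assessed after seven days of incubation; strong numbers were not always called active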
Salmonella PhoP GFP – Inhibition of PhoP regulon, Salmonella typhi GFP reporter cells, confirmation, 4 h (AID 1850) | Salmonella Typhi PhoP-promoter GFP reporter, fluorescence, 4 h; higher % means a stronger effect | one-dose inhibition, % at 50 µM; IC50 in µM for titrated hits | 310,000 compounds, 0.33% hits; in the data active = a potency from the dose series; inconclusive = inhibition mostly from about 25% at the one dose, without a potency; inactive = the rest, 99 in 100 with inhibition below about 19%;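 note: 0% = induced wells with vehicle and 100% = uninduced wells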
An asterisk follows results filed as active; i = inactive; ? = inconclusive; . = not tested or not shown. Outcome played no part in choosing rows; any-hit rate near 1.5%.

SMILES	inhibitors of VEEV	H1N1 NS1A inhibition	tuberculosis growth	M. tuberculosis HTS	Salmonella PhoP GFP
Cc1nn(C)c(C)c1CNC(=O)c1cnn2c1NC(c1ccccc1)CC2C(F)(F)F (centres undefined)	i	-11%	8%	0%	-11%
O=C(CN1CSCC1=O)N1CCN(S(=O)(=O)c2ccc(Cl)cc2)CC1	i	0%	.	7%	.
CC(/C=N/NC(=O)CSc1n[nH]c(=O)[nH]c1=O)=C\c1ccccc1	2.4%	7%	-1%	-5%	-1%
CS(=O)(=O)N(CC(=O)N1CCCCCC1)c1ccc(Br)cc1	i	-3%	5%	6%	2%
COc1cc(/C=C/C(=O)OCC(=O)NCc2cccs2)ccc1OCC#N	1.3%	1%	27%	-12%	-2%
Cc1ccc2oc(-c3cccc(NC(=O)Cn4cnc5c(=O)n(C)c(=O)n(C)c54)c3)nc2c1	.	.	11%	4%	-26%
COc1ccc(COc2ccc(S(=O)(=O)N3CCCC3)cc2C(N)=O)cc1F	0.2%	6%	-10%	9%	3%
Cc1nnc(N/N=C/c2ccccn2)[nH]c1=O	3.4%	3.9µM*	5%	-5%	33µM*
CCOc1ccccc1NC(C)C(=O)Nc1cc(C(F)(F)F)ccc1N1CCOCC1 (centres undefined)	4.5%	10%	-15%	3%	-4%
COc1ccc(N(C(=O)c2ccco2)C(C(=O)NC2CCCCC2)c2cccs2)cc1OC (centres undefined)	i	-22%	54%	-3%	2%
CCCCNC(=O)C1c2ccccc2C(=O)N(c2ccc(OC)cc2)C1c1ccc(OC)cc1 (centres undefined)	7.0%	6%	71%	-2%	6%
C=CCNC(=O)C(=O)c1cccn1-c1ccsc1C(=O)OC	0.1%	4%	-4%	-2%	-3%
CCOC(=O)c1c(C)[nH]c(C)c1S(=O)(=O)NCC1CCN(Cc2cccc(F)c2)CC1	0.3%	0%	15%	11%	-3%
COc1cccc(N2CCN(C(C)C(=O)NC34CC5CC(CC(C5)C3)C4)CC2)c1 (centres undefined)	i	6%	25%	-2%	-5%
N#Cc1c(/N=C/c2cccnc2)sc2c1CCCC2	4.0%	.	11%	0%	-3%
Cc1ccc(C)c(S(=O)(=O)Nc2ccc3cn[nH]c3c2)c1	0.0%	3%	8%	4%	.
CC/C(=N/Nc1ccc(Cl)cc1)c1cnnc(SC)n1	0.2%	0%	-13%	-7%	-6%
Fc1ccccc1N1CCN(CCCc2ccccc2)CC1	i	-4%	18%	-1%	-5%
CC(=O)c1c(C)oc2ccc(NS(=O)(=O)c3cccs3)cc12	3.3%	3%	-8%	-4%	12%
Cc1cccc(NN=C2c3ccccc3-c3ccccc32)c1	0.5%	-3%	0%	3%	-2%
Cc1c(NC(=O)Nc2ccc(F)cc2)c(=O)n(-c2ccccc2)n1C	i	-6%	-9%	5%	-1%
O=[N+]([O-])/C(C(Cl)=C(Cl)Cl)=C1\Nc2ccccc2O1	2.0%	-20%	12%	0%	4%
Cc1ccc(OCC(=O)Nn2cnnc2)c(Br)c1	0.5%	-28%	11%	-4%	11%
CCOC(=O)C1CCCN(C(=O)c2sc3nc(C)nc(N4CCOCC4)c3c2C)C1 (centres undefined)	i	4%	12%	6%	9%
COc1ccc(OC)c(C(=O)COC(=O)CNC(=O)C2CCCCC2)c1	4.0%	-5%	-4%	5%	4%
CC(C)(C)S(=O)(=O)c1cnc2c(-c3ccc(F)cc3)cnn2c1N	i	-14%	-1%	0%	7%
O=C(NCc1c(O)ccc2ccccc12)c1ccccc1	1.1%	-7%	10%	6%	7%
COc1ccc(-n2c3c(cc(C(=O)N4CCN(CCO)CC4)c2=O)C(=O)CC(C)(C)C3)cc1	i	-2%	-6%	-3%	0%
O=C(NC1CCCC1)c1cc(S(=O)(=O)N2CCCC2)ccc1Cl	0.6%	21%	4%	-9%	0%
Cc1c2cnn(CC(=O)N3CCN(c4ncccn4)CC3)c(=O)c2c(C)n1Cc1ccc(F)cc1	.	.	-2%	-1%	-4%
C[C@@H]1CCC2[C@](C)(CO)[C@@H](O)CC[C@]2(C)[C@@]12C[C@](CO)(CC(=O)O)CO2 (some centres undefined)	0.5%	-9%	-1%	-7%	5%
CCc1cc(=O)oc2cc(C)cc(OC(C)C(=O)NCCCN3CCOCC3)c12 (centres undefined)	0.4%	3%	-14%	1%	3%
COC(=O)c1ccn(C(=O)c2ccc(Cl)cc2)n1	1.8%	-17%	-12%	1%	2%
Cc1ccc(C(=O)Nn2cnnc2)cc1Cl	0.5%	-2%	21%	-13%	-4%
O=C(CCCOc1ccccc1)NC(=S)Nc1ccccc1	i	-4%	?	6%	7%
COc1ccc(C(=O)NNC(=O)CSc2nnc(C3CC3)n2C)cc1	0.3%	-13%	-1%	-9%	14%
CC1(C)CC2(CC(c3ccccc3)Oc3cc(O)ccc32)NC(=S)N1 (centres undefined)	0.9%	5%	18%	28%	4%
CCOC(=O)C(=CNc1ccc(OC)cc1[N+](=O)[O-])C(=O)OCC	2.5%	14%	-10%	3%	-8%
CC1NC(=O)NC(=O)C1Br (centres undefined)	1.4%	-18%	.	.	.
COc1ccc(NC(=O)c2ccco2)cc1NC(=O)c1ccco1	1.4%	5%	8%	0%	-4%
CC(C)=CCC/C(C)=C/COc1ccc2ccc(=O)oc2c1	i	-6%	?	7%	8%
Cc1ccc(NC(=O)CCC(=O)NNC(=O)CCc2ccccc2)c(C)c1	0.6%	-13%	4%	8%	-1%
O=S(=O)(Cc1ccccc1Cl)N1CCN(Cc2ccc3c(c2)OCO3)CC1	i	-3%	21%	2%	1%
N#Cc1ccc(COC(=O)CN2C(=O)NC3(CCCC3)C2=O)cc1	2.9%	-4%	.	.	.
CN1CCN(C(=O)CCN2C(=O)/C(=C\c3ccc(F)cc3)SC2=S)CC1	14%	-15%	46%	-4%	.
O=C(O)c1cccc(S(=O)(=O)Nc2cccc(S(=O)(=O)N3CCCCCC3)c2)c1	i	-5%	-11%	-6%	2%
CC(=O)Nc1ccc(-c2csc(Nc3ncccn3)n2)cc1	2.4%	-26%	0%	11%	3%
COc1ccc(CCNc2ccc(C(CC(N)=O)NC(=O)Cc3ccc(Br)cc3)cc2[N+](=O)[O-])cc1 (centres undefined)	0.2%	-6%	5%	-1%	16%

Part of the list above in order of length of the SMILES, descending.
SMILES	inhibitors of VEEV	H1N1 NS1A inhibition	tuberculosis growth	M. tuberculosis HTS	Salmonella PhoP GFP
C[C@@H]1CCC2[C@](C)(CO)[C@@H](O)CC[C@]2(C)[C@@]12C[C@](CO)(CC(=O)O)CO2 (some centres undefined)	0.5%	-9%	-1%	-7%	5%
COc1ccc(CCNc2ccc(C(CC(N)=O)NC(=O)Cc3ccc(Br)cc3)cc2[N+](=O)[O-])cc1 (centres undefined)	0.2%	-6%	5%	-1%	16%
Cc1c2cnn(CC(=O)N3CCN(c4ncccn4)CC3)c(=O)c2c(C)n1Cc1ccc(F)cc1	.	.	-2%	-1%	-4%
CN1CCN(C(=O)CCN2C(=O)/C(=C\c3ccc(F)cc3)SC2=S)CC1	14%	-15%	46%	-4%	.
CCc1cc(=O)oc2cc(C)cc(OC(C)C(=O)NCCCN3CCOCC3)c12 (centres undefined)	0.4%	3%	-14%	1%	3%
O=S(=O)(Cc1ccccc1Cl)N1CCN(Cc2ccc3c(c2)OCO3)CC1	i	-3%	21%	2%	1%
Cc1ccc(NC(=O)CCC(=O)NNC(=O)CCc2ccccc2)c(C)c1	0.6%	-13%	4%	8%	-1%
N#Cc1ccc(COC(=O)CN2C(=O)NC3(CCCC3)C2=O)cc1	2.9%	-4%	.	.	.
COc1ccc(C(=O)NNC(=O)CSc2nnc(C3CC3)n2C)cc1	0.3%	-13%	-1%	-9%	14%
COc1ccc(NC(=O)c2ccco2)cc1NC(=O)c1ccco1	1.4%	5%	8%	0%	-4%
CC(C)=CCC/C(C)=C/COc1ccc2ccc(=O)oc2c1	i	-6%	?	7%	8%
CC(=O)Nc1ccc(-c2csc(Nc3ncccn3)n2)cc1	2.4%	-26%	0%	11%	3%
COC(=O)c1ccn(C(=O)c2ccc(Cl)cc2)n1	1.8%	-17%	-12%	1%	2%
O=C(CCCOc1ccccc1)NC(=S)Nc1ccccc1	i	-4%	?	6%	7%
Cc1ccc(C(=O)Nn2cnnc2)cc1Cl	0.5%	-2%	21%	-13%	-4%
CC1NC(=O)NC(=O)C1Br (centres undefined)	1.4%	-18%	.	.	.

Given with each value named: part of the list above.
CC1(C)CC2(CC(c3ccccc3)Oc3cc(O)ccc32)NC(=S)N1 (centres undefined)
  inhibitors of VEEV = 0.9% | H1N1 NS1A inhibition = 5% | tuberculosis growth = 18% | M. tuberculosis HTS = 28% | Salmonella PhoP GFP = 4%

CC(=O)Nc1ccc(-c2csc(Nc3ncccn3)n2)cc1
  inhibitors of VEEV = 2.4% | H1N1 NS1A inhibition = -26% | tuberculosis growth = 0% | M. tuberculosis HTS = 11% | Salmonella PhoP GFP = 3%

CC(C)=CCC/C(C)=C/COc1ccc2ccc(=O)oc2c1
  inhibitors of VEEV = i | H1N1 NS1A inhibition = -6% | tuberculosis growth = ? | M. tuberculosis HTS = 7% | Salmonella PhoP GFP = 8%

(cont.)
SMILES	inhibitors of VEEV	H1N1 NS1A inhibition	tuberculosis growth	M. tuberculosis HTS	Salmonella PhoP GFP
COc1ccc(N(CC(=O)NCC2CCCO2)C(=O)CCC(=O)Nc2nccs2)cc1 (centres undefined)	3.7%	7%	-15%	-1%	17%
Cc1ccccc1S(=O)Cc1ccc(C(=O)NCCCN2CCCCC2)o1 (centres undefined)	0.8%	-3%	1%	-6%	3%
CCOC(=O)NC1(C(F)(F)F)C(=O)N(Cc2ccccn2)C2=C1C(=O)CC(C)(C)C2 (centres undefined)	1.0%	-2%	2%	-33%	7%
O=C(Cn1cc(C(F)(F)F)cc(Cl)c1=O)NCc1ccc(Cl)cc1	i	4%	53%	3%	-1%
Cc1ccc(NC(=S)NCCC(c2ccccc2)c2ccccc2)c(C)c1	i	20%	?	8%	-8%
O=C(COC(=O)c1ccc([N+](=O)[O-])o1)Nc1cccc2ccccc12	i	2%	71%	?	9%
CCOC(=O)c1ccc(NC(=O)c2ccco2)cc1	0.4%	3%	?	69%	-3%
CCN1C(=O)/C(=C\N(C(C)=O)c2ccccc2)OC1=S	1.1%	-4%	.	10%	-8%
C=CCNC(=S)N/N=C/c1ccc(N(CC)Cc2ccccc2)cc1	7.8%	9%	7%	-4%	-3%
CC(C)NC(=O)NC(=O)COC(=O)c1cc(S(=O)(=O)N2CCCCC2)ccc1N1CCOCC1	1.0%	-4%	6%	6%	-6%
Cc1cccc(C(=O)NC(NCc2ccco2)C(Cl)(Cl)Cl)c1 (centres undefined)	8.9%	0%	27%	3%	4%
COc1ccc(Br)c(OC)c1C(=O)NC(=O)Nc1c(F)cccc1F	i	-24%	-1%	8%	-12%
COc1ccc2cc3cc(C(=O)NCCc4ccc(OC)c(OC)c4)oc3nc2c1	7.0%	5%	7%	-4%	-15%
CC(C)(O)c1cc2ccccc2c(=O)o1	i	-12%	-6%	-4%	.
CC(C)N1CCN(Cc2ccoc2)CC1CCO (centres undefined)	i	-5%	-3%	-1%	1%
CCOC(=O)Cc1csc(NC(NC(=O)CC)(C(F)(F)F)C(F)(F)F)n1	0.3%	8%	-3%	-6%	1%
COc1ccc(C2CC(c3ccc(Br)cc3)=NN2C(=O)CCC(=O)O)cc1OC (centres undefined)	1.7%	-3%	-7%	5%	-2%
Cc1ccc(NC(=O)CN(C)C(=O)c2cccc(S(=O)(=O)N3CCc4ccccc43)c2)cc1	5.4%	-5%	38%	-2%	.
COc1c(N2CCNC(C)C2)c(F)cc2c(=O)c(C(=O)O)cn(C3CC3)c12 (centres undefined)	.	.	?	?	0.29µM*
O=C(Nc1ccc(-c2nc3ncccc3o2)cc1)c1ccco1	6.0%	-3%	-11%	-15%	-7%
O=C(CS(=O)(=O)c1cccc(C(F)(F)F)c1)Nc1ccccc1Cl	4.3%	3%	28%	-7%	-5%
